From PubChem
Fibroblast inh: antiproliferative effect on LL 47 fibroblasts – human, LL 47 cells, CellTiter-Glo luminescence, primary screen | 85,000 compounds, 1.1% hits | viability, % at 10 µM | LL 47 human lung fibroblast viability, ATP luminescence; hits give low values;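 active means viability at or below 50% in the single dose screen; inactive means viability above 50%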;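 further: compound exposure lasted 72 h before the ATP readout; 100% = median luminescence of untreated cell-only wells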
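Times – overnight cell rest, 72 h compound treatment at 37 °C · Test system – human lung fibroblast line LL 47, low passage · Amount – 1,150 cells in each well · Controls – cell-only wells, no compound · Doses – 0.1% DMSO in all compound wells · Measured by – CellTiter-Glo luminescence · Buffer or medium – IMEM plus 15% FBS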
Mac1 fbg inh: inhibitors of CD11b/CD18 adhesion to fibrinogen, primary screen, K562 cells, luminescence; ATPlite luminescence; Mn2+ added to activate the integrin; 93,000 compounds, 0.54% hits; inhibition, % at 10 µM; Integrin beta-2 (Homo sapiens) + Integrin alpha-M (Homo sapiens), P05107+P11215;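 active means primary inhibition of 50% or more at 10 µM, then 40% or more on retest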; further: some results filed as inactive read as strong as hits
CYP2C19 act: human CYP2C19 activators, primary screen, biochemical, luminescence. 96,000 tested, under 10 active. activation factor at 5 µM. Cytochrome P450 2C19 (Homo sapiens), P33261. recombinant CYP2C19, luciferin-H EGE luminescence; hits give high values; 0 = fully inhibited enzyme, 1 = untreated enzyme;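 active means activation factor of at least 2 at 5 µM in the primary screen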;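 further: 0 = wells with 2.5 mM tranylcypromine and 1 = vehicle-only wells; values of inactives mirror those of a sister screen read the other way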
Target sequence (P33261 whole entry, looked up): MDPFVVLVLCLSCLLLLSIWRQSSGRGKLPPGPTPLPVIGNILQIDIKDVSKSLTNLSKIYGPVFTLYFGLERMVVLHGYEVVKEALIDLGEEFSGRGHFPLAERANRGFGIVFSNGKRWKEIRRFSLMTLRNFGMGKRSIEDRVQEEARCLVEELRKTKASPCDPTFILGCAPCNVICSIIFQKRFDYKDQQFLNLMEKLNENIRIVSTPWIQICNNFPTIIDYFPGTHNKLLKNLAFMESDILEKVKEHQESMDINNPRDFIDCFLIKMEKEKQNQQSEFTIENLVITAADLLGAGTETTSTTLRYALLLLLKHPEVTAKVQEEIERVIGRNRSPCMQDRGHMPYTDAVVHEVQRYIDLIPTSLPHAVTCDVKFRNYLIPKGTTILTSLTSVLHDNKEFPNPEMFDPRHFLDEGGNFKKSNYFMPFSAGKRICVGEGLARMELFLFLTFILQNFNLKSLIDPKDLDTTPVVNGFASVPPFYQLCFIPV
H69AR growth 86K: proliferation blockers of H69AR lung cancer cells, primary screen, cell-based, human, 86K library; AID 598, 2007; 85,000 compounds, 6% hits; H69AR lung tumor viability, ATP luminescence, 72 h; hits give low values; viability, % at 10 µM;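 active means viability at or below 40%; inactive means viability above 40%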;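 further: multidrug resistant small cell line overexpressing MRP-1 efflux transporter; 100% = mean luminescence of untreated control wells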
ERa SRC1 pot: enhancers of ERα–SRC-1 coactivator binding, primary screen, biochemical, TR-FRET, ERα LBD, low estradiol; Estrogen receptor (Homo sapiens), P03372; TR-FRET ERalpha-LBD/SRC-Cy5 coactivator binding, 2 h; 100 = basal binding, no effect; coactivator binding (% of control), % at 25.6 µM; 86,000 compounds, 1.3% hits; in the data active means activity above about 200%;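 further: binding measured in presence of low estradiol as agonist stimulus; 0% = peptide alone without receptor and 100% = receptor with peptide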
Target sequence (P03372 whole entry, looked up, the tested form may be a part): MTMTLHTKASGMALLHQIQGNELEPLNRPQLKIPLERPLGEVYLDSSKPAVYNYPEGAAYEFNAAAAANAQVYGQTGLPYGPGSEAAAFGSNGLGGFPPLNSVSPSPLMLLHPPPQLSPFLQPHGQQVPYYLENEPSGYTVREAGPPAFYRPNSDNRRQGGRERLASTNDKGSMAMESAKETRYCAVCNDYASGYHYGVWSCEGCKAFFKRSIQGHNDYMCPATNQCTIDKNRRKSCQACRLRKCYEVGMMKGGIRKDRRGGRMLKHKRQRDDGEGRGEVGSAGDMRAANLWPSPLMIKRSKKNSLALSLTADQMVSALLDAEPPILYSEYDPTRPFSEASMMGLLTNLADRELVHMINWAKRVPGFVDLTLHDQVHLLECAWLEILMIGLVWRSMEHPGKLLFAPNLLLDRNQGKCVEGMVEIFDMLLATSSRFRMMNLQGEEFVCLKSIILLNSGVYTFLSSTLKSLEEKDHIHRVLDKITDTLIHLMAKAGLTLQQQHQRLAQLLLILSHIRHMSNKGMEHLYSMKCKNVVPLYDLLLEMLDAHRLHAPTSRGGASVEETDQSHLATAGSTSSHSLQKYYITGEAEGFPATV
HUVEC prolif 384: inhibitors of HUVEC proliferation, primary screen, cell-based, 384-well | 86,000 compounds, 1.1% hits | AID 648, 2007 | CellTiter-Glo luminescence, 72 h; hits give low values | viability, % at 10 µM (by protocol);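 active means viability at or below 30%; inactive means viability above 30%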;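 further: 100% = median luminescence of DMSO-only cell control wells on each plate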
ERa SRC1 inh: ERα–SRC-1 coactivator interaction inhibitors, primary screen, biochemical, TR-FRET, ERα LBD, estradiol-bound; inhibition, % at 25.6 µM; 86,000 compounds, 1.7% hits; TR-FRET ER-alpha LBD / SRC-1 peptide; in the data active means inhibition above about 50%;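 further: 0% = receptor plus peptide control and 100% = peptide only without receptor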
CD11b adhes enh: enhancers of CD11b/CD18 adhesion to fibrinogen, primary screen, K562 cells, luminescence | ATPlite luminescence | activation, % at 10 µM | Integrin beta-2 (Homo sapiens) + Integrin alpha-M (Homo sapiens), P05107+P11215 | 93,000 compounds, 0.07% hits | AID 1499, 2009;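 active means 10 µM primary screen giving 50% or more activity, confirmed by 40% or more on retest at that dose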; further: strong numbers were not always called active
CYP2C19 inhib: blockers of cytochrome P450 2C19 activity – biochemical, luminescence, ADME assay, primary screen. P33261. CYP2C19 Supersomes, luciferin-H EGE luminescence, 30 min. inhibition, % at 5 µM. 96,000 compounds, 21% hits. AID 778, 2007;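 active means CYP2C19 inhibition above a set limit at 5 µM in the primary screen, cut at about 50% in these data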;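 further: plate controls were negative control wells for no effect and 2.5 mM tranylcypromine positive control for full effect; values of inactives mirror those of a sister screen read the other way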
Starred values were filed as active, the others as inactive; [ ] = another dose, or the depositor's remark.

What do the screens show for `O=C(CN(C(=O)CCC(=O)Nc1nccs1)c1ccccc1F)NCC1CCCO1` (stereo not drawn)?
Fibroblast inh: 95; Mac1 fbg inh: -10; CYP2C19 act: 0.7; H69AR growth 86K: 105; ERa SRC1 pot: 94; HUVEC prolif 384: 98; ERa SRC1 inh: -28[fluorescence artefact?]; CD11b adhes enh: 1; CYP2C19 inhib: 26

Results for Cc1ccc(P(=Nc2ccccc2)(N2CCOCC2)N2CCOCC2)o1 ?
Fibroblast inh: 100; Mac1 fbg inh: -5; CYP2C19 act: 1; H69AR growth 86K: 91; ERa SRC1 pot: 91; HUVEC prolif 384: 96; ERa SRC1 inh: -10; CD11b adhes enh: -3; CYP2C19 inhib: 4

Results for CC1CCN(c2ccc(C(=O)NCc3cccs3)cn2)CC1 ?
Fibroblast inh: 113; Mac1 fbg inh: 7; CYP2C19 act: 1; H69AR growth 86K: 84; ERa SRC1 pot: 118; HUVEC prolif 384: 100; ERa SRC1 inh: 3; CD11b adhes enh: 1; CYP2C19 inhib: 5

How did COC(=O)c1oc2ccc(Br)cc2c1-n1cccc1 do in these assays?
Fibroblast inh: 91; Mac1 fbg inh: 6; CYP2C19 act: 0.8; H69AR growth 86K: 94; ERa SRC1 pot: 106; HUVEC prolif 384: 92; ERa SRC1 inh: 2; CD11b adhes enh: -3; CYP2C19 inhib: 20

What do the screens show for `Cn1c(SCC(=O)N2CCCCC2)nc2c([nH]c3ccccc32)c1=O`?
Fibroblast inh: 87; Mac1 fbg inh: 6; CYP2C19 act: 1; H69AR growth 86K: 43; ERa SRC1 pot: 94[fluorescence artefact?]; HUVEC prolif 384: 81; ERa SRC1 inh: 26; CD11b adhes enh: -6; CYP2C19 inhib: 4

What do the screens show for `CCOc1ccc(-c2nc(-c3ccccc3)no2)cc1OCC`?
Fibroblast inh: 105; Mac1 fbg inh: -13; CYP2C19 act: 0.9; H69AR growth 86K: 98; ERa SRC1 pot: 110; HUVEC prolif 384: 86; ERa SRC1 inh: 9[fluorescence artefact?]; CD11b adhes enh: -2; CYP2C19 inhib: 11

Results for Cc1cc(C)n2cc(CSc3nc4cc(Cl)ccc4o3)nc2n1 ?
Fibroblast inh: 101; Mac1 fbg inh: 14; CYP2C19 act: 0.8; H69AR growth 86K: 93; ERa SRC1 pot: 123; HUVEC prolif 384: 101; ERa SRC1 inh: 1; CD11b adhes enh: -2; CYP2C19 inhib: 17

Results for CC(C)(C)/C(O)=C(/C#N)c1nc2ccccc2[nH]1 ?
Fibroblast inh: 94; Mac1 fbg inh: -22; CYP2C19 act: 0.6; H69AR growth 86K: 83; ERa SRC1 pot: 101; HUVEC prolif 384: 99; ERa SRC1 inh: -4; CD11b adhes enh: 1; CYP2C19 inhib: 39

Results for Cc1ccc(S(=O)(=O)NCC(=O)OC2CCOC2=O)cc1 (stereo not drawn) ?
Fibroblast inh: 100; Mac1 fbg inh: 0; CYP2C19 act: 1; H69AR growth 86K: 98; ERa SRC1 pot: 106; HUVEC prolif 384: 93; ERa SRC1 inh: 7[fluorescence artefact?]; CD11b adhes enh: -6; CYP2C19 inhib: -2

Results for CC(C)N(Cc1ccccc1)C(=O)COC(=O)c1ccc2c(c1)OCCO2 ?
Fibroblast inh: 110; Mac1 fbg inh: -14; CYP2C19 act: 0.6; H69AR growth 86K: 103; ERa SRC1 pot: 164; HUVEC prolif 384: 98; ERa SRC1 inh: 2; CD11b adhes enh: -3; CYP2C19 inhib: 36

Fetched one by one from the list above:
Results for Cc1ccc(P(=Nc2ccccc2)(N2CCOCC2)N2CCOCC2)o1 ?
Fibroblast inh: 100; Mac1 fbg inh: -5; CYP2C19 act: 1; H69AR growth 86K: 91; ERa SRC1 pot: 91; HUVEC prolif 384: 96; ERa SRC1 inh: -10; CD11b adhes enh: -3; CYP2C19 inhib: 4

What do the screens show for `CCOc1ccc(-c2nc(-c3ccccc3)no2)cc1OCC`?
Fibroblast inh: 105; Mac1 fbg inh: -13; CYP2C19 act: 0.9; H69AR growth 86K: 98; ERa SRC1 pot: 110; HUVEC prolif 384: 86; ERa SRC1 inh: 9[fluorescence artefact?]; CD11b adhes enh: -2; CYP2C19 inhib: 11

Following part:
What do the screens show for `CC1CN(c2oc(COc3ccc(Cl)cc3Cl)nc2C#N)CC(C)O1` (stereo not drawn)?
Fibroblast inh: 96; H69AR growth 86K: 83; ERa SRC1 pot: 97; HUVEC prolif 384: 100; ERa SRC1 inh: -2

Results for O=c1oc2ccccc2c(Nc2cccc3ccccc23)c1[N+](=O)[O-] ?
Fibroblast inh: 92; CYP2C19 act: 0.1; H69AR growth 86K: 56; ERa SRC1 pot: 103; HUVEC prolif 384: 68; ERa SRC1 inh: 8; CYP2C19 inhib: 91*

Results for CCOC(=O)c1sc(NC(=O)c2cccc(S(=O)(=O)N3CCN(C)CC3)c2)cc1C ?
Fibroblast inh: 84; Mac1 fbg inh: -2; CYP2C19 act: 0.8; H69AR growth 86K: 93; ERa SRC1 pot: 91; HUVEC prolif 384: 66; ERa SRC1 inh: -5; CD11b adhes enh: 5; CYP2C19 inhib: 15

What do the screens show for `O=C(Nc1ccccc1-c1ccccc1NC(=O)c1ccco1)c1ccco1`?
Fibroblast inh: 102; H69AR growth 86K: 40*; ERa SRC1 pot: 97; HUVEC prolif 384: 90; ERa SRC1 inh: -18

Results for Cc1nc2c(Br)cc(Br)cc2cc1O ?
Fibroblast inh: 97; Mac1 fbg inh: 90*; CYP2C19 act: 0.7; H69AR growth 86K: 89; ERa SRC1 pot: 81; HUVEC prolif 384: 42; ERa SRC1 inh: 8; CD11b adhes enh: -6; CYP2C19 inhib: 29

How did Cc1n[nH]c(=O)nc1N1CCN(c2ccccc2)CC1 do in these assays?
Fibroblast inh: 100; Mac1 fbg inh: 0; CYP2C19 act: 1.1; H69AR growth 86K: 101; ERa SRC1 pot: 96; HUVEC prolif 384: 99; ERa SRC1 inh: -23[fluorescence artefact?]; CD11b adhes enh: 0; CYP2C19 inhib: -11

Results for COc1ccccc1OCc1ccc(C(=O)NCC2CCCO2)o1 (stereo not drawn) ?
Fibroblast inh: 96; Mac1 fbg inh: -1; CYP2C19 act: 0.7; H69AR growth 86K: 98; ERa SRC1 pot: 104; HUVEC prolif 384: 101; ERa SRC1 inh: -2; CD11b adhes enh: -1; CYP2C19 inhib: 28

What do the screens show for `c1ccc2[nH]c(NCCCN3CCOCC3)nc2c1`?
Fibroblast inh: 91; Mac1 fbg inh: -13; CYP2C19 act: 0.9; ERa SRC1 pot: 116; HUVEC prolif 384: 94; ERa SRC1 inh: -2; CD11b adhes enh: 0; CYP2C19 inhib: 8

Results for O=c1cc(CSc2nnc(-c3cccnc3)n2-c2ccccc2F)nc2sccn12 ?
Fibroblast inh: 95; CYP2C19 act: 0.8; H69AR growth 86K: 104; ERa SRC1 pot: 62[fluorescence artefact?]; HUVEC prolif 384: 89; ERa SRC1 inh: 36; CYP2C19 inhib: 18

What do the screens show for `Cc1cc2c(n1-c1ccc(Cl)cc1)CC(C)(C)CC2=O`?
Fibroblast inh: 101; Mac1 fbg inh: 8; CYP2C19 act: 0.5; H69AR growth 86K: 59; ERa SRC1 pot: 97; HUVEC prolif 384: 92; ERa SRC1 inh: -2; CD11b adhes enh: 0; CYP2C19 inhib: 48

What do the screens show for `Cc1ccccc1NC(=O)Cc1nnc(SCC(=O)N2CCN(c3ccccc3)CC2)n1C`?
Fibroblast inh: 94; Mac1 fbg inh: -7; CYP2C19 act: 0.7; H69AR growth 86K: 94; ERa SRC1 pot: 124; HUVEC prolif 384: 90; ERa SRC1 inh: -2; CD11b adhes enh: 1; CYP2C19 inhib: 27

Results for COc1ccc(OC)c2[nH]c(=O)c(CCNC(=O)c3ccc(S(=O)(=O)N4CCCC4)cc3)cc12 ?
Fibroblast inh: 105; CYP2C19 act: 0.6; H69AR growth 86K: 56; ERa SRC1 pot: 101; HUVEC prolif 384: 97; ERa SRC1 inh: -3[fluorescence artefact?]; CYP2C19 inhib: 44

How did CCOC(=O)Cn1c(=O)oc2cc(S(=O)(=O)Nc3ccc(F)cc3)ccc21 do in these assays?
Fibroblast inh: 93; Mac1 fbg inh: 1; CYP2C19 act: 0.6; H69AR growth 86K: 97; ERa SRC1 pot: 101; HUVEC prolif 384: 97; ERa SRC1 inh: 1; CD11b adhes enh: -2; CYP2C19 inhib: 38

How did COc1ccc(NC(=S)N2CCC(C(=O)N3CCCCCC3)CC2)cc1 do in these assays?
Mac1 fbg inh: 3; CYP2C19 act: 1.1; CD11b adhes enh: 4; CYP2C19 inhib: -9

What do the screens show for `COC(=O)C1CCN(S(=O)(=O)Cc2ccccc2)CC1`?
Fibroblast inh: 101; Mac1 fbg inh: -3; CYP2C19 act: 0.4; H69AR growth 86K: 98; ERa SRC1 pot: 110; HUVEC prolif 384: 98; ERa SRC1 inh: -4; CD11b adhes enh: -1; CYP2C19 inhib: 63*

What do the screens show for `CCOC(=O)c1nnn(-c2nonc2N)c1CSc1ccccn1`?
Fibroblast inh: 98; Mac1 fbg inh: 1; CYP2C19 act: 0.8; H69AR growth 86K: 96; ERa SRC1 pot: 107; HUVEC prolif 384: 68; ERa SRC1 inh: 2; CD11b adhes enh: -1; CYP2C19 inhib: 20

How did COC(=O)CNC(=O)c1ccccc1C do in these assays?
Fibroblast inh: 98; Mac1 fbg inh: -7; CYP2C19 act: 1; H69AR growth 86K: 97; ERa SRC1 pot: 103; HUVEC prolif 384: 93; ERa SRC1 inh: 0; CD11b adhes enh: -2; CYP2C19 inhib: -4

How did NC(=O)c1ccccc1NS(=O)(=O)c1ccccc1 do in these assays?
Fibroblast inh: 97; Mac1 fbg inh: 4; CYP2C19 act: 0.7; H69AR growth 86K: 105; ERa SRC1 pot: 98; HUVEC prolif 384: 92; ERa SRC1 inh: -8; CD11b adhes enh: -7; CYP2C19 inhib: 25

What do the screens show for `CCOCCN1CCN(c2c3c(nc4cc(-c5ccc(F)cc5)nn24)CCC3)CC1`?
Fibroblast inh: 93; Mac1 fbg inh: -4; CYP2C19 act: 0.9; H69AR growth 86K: 65; ERa SRC1 pot: 102; HUVEC prolif 384: 83; ERa SRC1 inh: -15; CD11b adhes enh: -6; CYP2C19 inhib: 14

What do the screens show for `CC(C)c1ccc(O)c(NC(=O)c2ncn[nH]2)c1`?
Fibroblast inh: 100; Mac1 fbg inh: 6; CYP2C19 act: 0.9; H69AR growth 86K: 82; ERa SRC1 pot: 82; HUVEC prolif 384: 97; ERa SRC1 inh: -5; CD11b adhes enh: -2; CYP2C19 inhib: 5

How did CC(C)CNC(=O)CCCc1c[nH]c2ccccc12 do in these assays?
Fibroblast inh: 94; CYP2C19 act: 0.4; H69AR growth 86K: 93; ERa SRC1 pot: 105; HUVEC prolif 384: 94; ERa SRC1 inh: -2; CYP2C19 inhib: 63*

What do the screens show for `CCOc1ccc(NC(=O)NCC2CCN(c3ccc(OC)cc3)C2)cc1` (stereo not drawn)?
Fibroblast inh: 100; Mac1 fbg inh: -50; CYP2C19 act: 0.8; H69AR growth 86K: 99; ERa SRC1 pot: 38[fluorescence artefact?]; HUVEC prolif 384: 104; ERa SRC1 inh: 6; CD11b adhes enh: 37; CYP2C19 inhib: 16
